ROC1-CUL1 inh – inhibitors of human ROC1-CUL1 ubiquitin ligase activity. 0.6% of 140,000 active. P62877+Q13616. in vitro K48 di-Ub FRET, acceptor:donor ratio, 45 min. inhibition, % at 10 µM. AID 1347404; in the data active means inhibition above about 25%
Target sequence (P62877 whole entry, looked up): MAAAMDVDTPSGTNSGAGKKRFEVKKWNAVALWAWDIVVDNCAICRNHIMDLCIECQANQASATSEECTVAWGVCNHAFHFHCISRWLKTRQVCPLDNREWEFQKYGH
Target sequence (Q13616 whole entry, looked up): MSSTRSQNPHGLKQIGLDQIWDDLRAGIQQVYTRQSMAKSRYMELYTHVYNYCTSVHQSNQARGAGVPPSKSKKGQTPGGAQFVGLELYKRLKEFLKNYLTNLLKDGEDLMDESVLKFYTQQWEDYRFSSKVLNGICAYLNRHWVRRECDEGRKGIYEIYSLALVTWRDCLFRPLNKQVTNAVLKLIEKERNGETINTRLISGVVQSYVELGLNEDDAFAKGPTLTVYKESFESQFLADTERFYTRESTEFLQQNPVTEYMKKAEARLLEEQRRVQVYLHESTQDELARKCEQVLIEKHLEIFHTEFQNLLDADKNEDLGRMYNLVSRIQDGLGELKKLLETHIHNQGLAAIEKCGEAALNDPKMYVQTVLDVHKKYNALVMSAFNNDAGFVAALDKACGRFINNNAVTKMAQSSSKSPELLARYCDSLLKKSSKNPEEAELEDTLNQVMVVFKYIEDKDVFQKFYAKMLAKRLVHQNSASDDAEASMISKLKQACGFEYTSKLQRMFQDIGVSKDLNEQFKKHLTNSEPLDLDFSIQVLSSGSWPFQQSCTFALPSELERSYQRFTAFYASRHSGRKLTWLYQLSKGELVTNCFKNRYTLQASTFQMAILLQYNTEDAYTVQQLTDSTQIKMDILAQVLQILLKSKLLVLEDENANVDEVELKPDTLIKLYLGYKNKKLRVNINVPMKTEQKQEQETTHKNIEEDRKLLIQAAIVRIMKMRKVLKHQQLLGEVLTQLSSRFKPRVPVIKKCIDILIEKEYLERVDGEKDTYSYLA
Numbers without * were called inactive.

ROC1-CUL1 inh | SMILES
12.5 | CC(C)CCNC(=O)C1CCN(C(=O)c2ccccc2F)CC1
3.0 | CC(C)OC(=O)c1ccc(-c2ccc(/C=C3/C(=O)NN(c4ccccc4)C3=O)o2)cc1
0.3 | COc1cccc(-c2nn3c(-c4cnn(-c5ccccc5)c4C)nnc3s2)c1
-4.1 | O=C(NC[C@H]1C[C@H]2C=C[C@H]1C21CC1)c1coc(COc2cccc3cccnc23)n1
-11.8 | CCn1c(-c2cccc(OC)c2)nc2cc(NC(C)=O)cc(C(=O)NC(C)Cc3ccccn3)c21 (configuration not stated)
0.8 | CCc1ccccc1N(C)C(=O)C1CCCN(c2ncnc3c2nc2n3CCCCC2)C1 (configuration not stated)
9.5 | Cc1nn(CC(=O)N2CCc3[nH]nc(C(C)C)c3C2)c(=O)c2ccccc12
-1.1 | CCOC(=O)c1c(NC(=O)CSc2nnc(COc3ccc(CC)cc3)o2)sc2c1CCC2
-2.0 | Cc1cccc(C(=O)Nc2ccc(C(=O)OCc3cc(=O)n4nc(C5CC5)sc4n3)cc2)c1
1.5 | Cn1c(SCC(=O)O)nnc1-c1ccc(NC(=O)c2ccc(Cl)c(Cl)c2)cc1
-14.7 | CCOC(=O)c1[nH]c2ccccc2c1NC(=O)c1ccc(Br)cc1
8.5 | CCNC(=O)c1ccc(C2CCCN2C(=O)Cc2[nH]nc3ccccc23)s1 (configuration not stated)
6.8 | Cc1cc2c(cc1S(=O)(=O)CCC(=O)N(C)Cc1ccccc1)OCC(=O)N2
2.2 | CCCCN1C(=O)c2[nH]nc(-c3ccccc3O)c2C1c1ccc(OCc2ccccc2)c(OC)c1 (configuration not stated)
4.6 | CC1(C)CC2(C)CC3=C(C(=O)/C(=N/NC(=O)Nc4ccccc4)C(C)(C)C3)C(O)(C1)C2 (configuration not stated)

Additional results
ROC1-CUL1 inh | SMILES
-0.7 | O=C(O)COC(c1ccccc1F)c1ccccc1F
-2.1 | COc1ccccc1C1(CC(=O)N2CCN(c3cc(C)cc(C)c3)C(=O)C2)CC(=O)N(C)C1=O (configuration not stated)
0.9 | CC1(C)CC(=O)C2=C(C1)c1c(ccc3ccccc13)NC2c1ccccc1C(F)(F)F (configuration not stated)
-1.1 | CCOc1ccc(C(=O)Nc2cc(-c3nc4cc(OC)ccc4o3)ccc2C)cc1[N+](=O)[O-]
4.5 | CCOC(=O)c1cn(CC)c2cc(N3CCCCCC3)c(F)cc2c1=O
9.6 | Cc1cc(N2CCN(C)CC2)nc2ccc(NC(=O)Nc3ccc(Cl)cc3)cc12
-7.2 | Cc1ccccc1SCC(=O)N/N=C/c1c(Cl)cccc1Cl
-3.6 | COc1ccc(CCN(C)C(=O)C2CCN(c3nc(C)c4cc(C)ccc4n3)CC2)cc1OC
0.9 | Cc1oc(-c2cccc(Br)c2)nc1CN1CCC(C(=O)NCc2ccccc2)CC1
-1.5 | CCOc1cc(C2c3c(n[nH]c3C)OC(=N)C2C#N)ccc1OCc1ccccc1F (configuration not stated)
-4.9 | O=C(c1cc(Cl)nnc1Cl)N1CCOCC1
5.4 | CCCCCCCc1ccc(-c2nc(Cc3ccccc3)no2)cc1
-2.9 | CN(Cc1ccccc1)C(=O)c1cn(C)c2ccc(S(=O)(=O)N3CCCCC3)cc2c1=O
-5.2 | O=c1c(Cl)nnc2sc3ccccc3n12
4.8 | Oc1ccc(Cl)cc1C(C#Cc1ccccc1)N1CCOCC1 (configuration not stated)

The listing continues.
ROC1-CUL1 inh | SMILES
5.5 | O=C(Nc1cccc(Br)c1)C1C2CCC=CCC/C=C/CCC21 (configuration not stated)
-10.2 | Cc1cc(=O)oc(C)c1C(=O)NC1CCCN(Cc2ccc(Cl)cc2)C1 (configuration not stated)
-5.2 | COc1ccc(-c2cc(C(F)(F)F)n3nc(C(=O)N4CCOCC4)cc3n2)cc1
-1.7 | CCn1c(CNC(=O)C23CC4CC(CC(C4)C2)C3)nnc1SCC(=O)Nc1ccc(F)cc1
3.3 | CC1C(=NS(=O)(=O)c2ccc(C(C)(C)C)cc2)C(=O)N(c2ccccc2)N1C (configuration not stated)
-4.0 | CSCCC(=O)NCc1cccnc1N1CCOCC1
4.0 | C=CCn1c(SCC(=O)NCCO)nc2sc(C)c(C)c2c1=O
2.6 | CC(C)CNS(=O)(=O)c1ccc(CCC(N)=O)cc1
-7.3 | CN(C)C1CCN(c2nc3nonc3nc2N2CCCCC2)C1 (configuration not stated)
2.7 | CC12CCC(C(=O)NCCCN3CCOCC3)(C(Br)C1=O)C2(C)C (configuration not stated)
1.8 | CCN1C(=O)CC(CC(=O)N2CCN(c3ncccn3)CC2)(c2cccc(C(F)(F)F)c2)C1=O (configuration not stated)
-0.9 | Cc1nc(-c2ccncc2)ncc1C(C)NC1CCOCC1 (configuration not stated)
13.3 | COc1cc(S(=O)(=O)n2cccn2)ccc1Br
-0.4 | C=CCOc1ccc2c(C)c(CC)c(=O)oc2c1C
12.9 | Cc1c(C(=O)NCc2ccc(N3CCOCC3)cc2)oc2c(F)cccc12

Additional compounds follow.
ROC1-CUL1 inh | SMILES
-0.3 | CCN1CCCC1CNC(=O)CCC1CCN(C2CCN(C(C)=O)CC2)CC1 (configuration not stated)
8.9 | COCCCNC(=O)Cc1cccc2ccccc12
-5.7 | O=c1n(Cc2ccc(Cl)cc2Cl)c2cc([N+](=O)[O-])c([N+](=O)[O-])cc2n1Cc1ccc(Cl)cc1Cl
-7.9 | Cc1ccc2c(C=S)c(C)c(C)n2c1
-5.3 | COC(=O)[C@@H](NC(=O)CCC1(Cc2ccc(F)c(OC)c2)CCC(=O)N1)c1ccccc1 (some centres not stated)
-7.5 | COc1cccc2c1OC1c3ccccc3OC2C1C (configuration not stated)
-6.2 | CC(C)C(=O)Nc1c(F)cc(F)cc1Br
0.3 | O=c1c(SCc2ccc(Cl)cc2)c(SCc2ccccc2)cnn1-c1ccccc1
3.1 | CCCC(=O)C1=CCC2C3CCc4cc(OS(N)(=O)=O)ccc4C3CC[C@]12C (some centres not stated)
-4.5 | CSc1cc(-c2ccc(C)cc2)n(-c2ccccc2)c(=S)c1C(=O)c1ccc(C)cc1
-3.0 | COc1ccc(S(=O)(=O)N(CC(=O)Nc2ccccc2C(C)C)c2cc(Cl)ccc2OC)cc1OC
2.2 | Cc1cccc(-[n+]2c([O-])c(-c3ccccc3)c(=O)n3nc(-c4ccccc4)ccc32)c1
-2.6 | CCSc1nc2ccccc2n1Cc1ccccc1F
-0.3 | Cc1nc(N2CCN(CCO)CC2)nc2c1C(=O)CC(c1cccc(Cl)c1)C2 (configuration not stated)
1.8 | C=CCC(O)(CC=C)CNC1CCN(c2ccc(C(=O)NCCN3CCOCC3)cc2)CC1

An excerpt from above in order of number of heavy atoms, ascending.
ROC1-CUL1 inh | SMILES
-6.2 | CC(C)C(=O)Nc1c(F)cc(F)cc1Br
0.3 | O=c1c(SCc2ccc(Cl)cc2)c(SCc2ccccc2)cnn1-c1ccccc1
-4.5 | CSc1cc(-c2ccc(C)cc2)n(-c2ccccc2)c(=S)c1C(=O)c1ccc(C)cc1
-3.0 | COc1ccc(S(=O)(=O)N(CC(=O)Nc2ccccc2C(C)C)c2cc(Cl)ccc2OC)cc1OC

Other compounds
ROC1-CUL1 inh | SMILES
2.0 | CC(C)(C)NC(=O)Cc1coc2ccc3ccccc3c12
3.0 | Cc1ccc2nc(N3CCN(c4ccccc4)CC3)c3nnnn3c2c1
9.4 | Fc1cc(F)cc(CN2CCOc3ccc(CN4CCC(Oc5cccnc5)CC4)cc3C2)c1
1.4 | CCCC(C)NC(=O)C1CC(=O)N(c2cccc(C)c2)C1 (configuration not stated)
4.4 | CC1(C)Cc2nc3[nH]c(=S)n(-c4ccccc4)c(=O)c3cc2CO1
7.1 | CC(C)c1nccn1[C@@H]1c2ccccc2C2(CCNCC2)[C@H]1O
2.1 | Cc1ccc(NC(=O)C2CCCN2S(=O)(=O)c2ccc3nc(-c4ccccc4)[nH]c3c2)cc1C (configuration not stated)
5.0 | C=CCOc1ccc(C=C2C(=O)N(c3ccccc3)C(=S)N(c3ccccc3)C2=O)cc1
-5.8 | COC(=O)c1nn(-c2ccccc2)c2nnc(Cc3ccc(C)cc3)c(=O)n12
1.2 | COC(=O)CC1C(=O)NCCN1Cc1nc(N2CCOCC2)c2cc(Cl)ccc2n1 (configuration not stated)
-0.2 | Cc1nc(NCCO)c2oc3ccccc3c2n1
3.5 | CC1(C)CC(=O)C2=C(C1)CC1(C)CC(C)(C)CC2(Nc2ccncc2)C1 (configuration not stated)
-2.1 | Cc1ccccc1Oc1ncccc1CNC(=O)C1CCC1
5.9 | COc1ccc(F)c(CN2CCCC(O)(CNC3CCCCC3)C2=O)c1 (configuration not stated)
2.1 | Cn1c(COc2ccccc2)nnc1SCC(=O)Nc1cccc(Cl)c1Cl

Following part
ROC1-CUL1 inh | SMILES
-3.7 | CC(C)c1nc2cc(C(=O)NCCn3ccnc3)ccc2o1
7.8 | Cc1cnc2sc3ccccc3c(=O)c2c1
10.4 | O=C(CN1CCOCC1)N/N=C\c1ccc(OCc2cccc(F)c2)cc1
0.3 | Cc1ccc(NC(=O)Cc2nnc(N)s2)cc1
7.7 | CCOC(=O)N1CCC(NC(=O)c2ccc3c(c2)N(Cc2ccccc2)C(=O)c2ccccc2S3=O)CC1 (configuration not stated)
-12.1 | Cc1cc(C)cc(NC(=O)Cn2cc(C(=O)C3CCCCC3)c3ccccc32)c1
-7.4 | CCOC(=O)C1C=NN(c2nc(-c3ccc(Cl)cc3)cs2)C1=O (configuration not stated)
-1.7 | O=C(Cn1c(=O)c(CNc2ccccc2)cc2cc3c(cc21)OCCO3)Nc1ccccc1Cl
-3.7 | CCCN(CCC)S(=O)(=O)c1ccc(C(=O)Nc2nc(-c3ccccc3OC)cs2)cc1
-4.1 | Cc1cccc(-c2nc(Cn3c(SCc4cc(C)ccc4C)nc4ccncc43)c(C)o2)c1
2.7 | Cc1cc(CN2CCC(C3CCN(Cc4cccnc4)CC3)C2)oc1C (configuration not stated)
1.8 | CC(C)OCC(O)CN1CCN(c2cccc(C(F)(F)F)c2)CC1 (configuration not stated)
-0.4 | Cc1ccc(-c2c(C)sc(N)[n+]2C)cc1
-8.7 | C=CCC(=O)N1CCCC(CCc2ccccc2)C1 (configuration not stated)
0.6 | COc1ccc2c(c1)-c1nc(NC(=O)c3cc(Cl)ccc3OC)sc1CC2

(more compounds)
ROC1-CUL1 inh | SMILES
9.2 | COC(=O)c1ccc(CN2CCC(C(Cc3ccccc3Cl)N(C)C(=O)c3ccco3)CC2)cc1 (configuration not stated)
-5.2 | CC1=NN(C(=O)CCCc2ccccc2)C(O)(C(F)(F)F)C1 (configuration not stated)
-15.4 | Cc1ccc(-n2c(=O)c3oc4ccccc4c3n(CC(=O)Nc3ccc(F)c(Cl)c3)c2=O)cc1C
0.8 | CC(C)OCCCNC(=S)Nc1ccc(S(N)(=O)=O)cc1
1.0 | CCOc1ccc(-c2csc(NC(=O)c3c(-c4ccccc4)noc3C)c2C(=O)OC)cc1
4.2 | COC(=O)c1cc2sc(C)cc2n1Cc1ccccc1
2.3 | COc1ccc(C(=O)OCc2cc([N+](=O)[O-])ccc2Cl)cc1
-11.0 | Cc1ccc(CNC(=O)CCCN2C(=O)c3cccnc3Oc3ccc(Cl)cc32)cc1
-5.0 | O=C(CCCn1cncn1)N1CCC2(CCCN(CCc3ccccc3)C2)C1 (configuration not stated)
-7.4 | COc1cc(NS(=O)(=O)c2c(C(=O)N3CCCCC3)c(C)n(C)c2C)cc(OC)c1OC
5.1 | CCC(C)NC(=O)NC1C(NC(=O)NC(C)CC)N(C)C(=O)N1C (configuration not stated)
-0.4 | CCC(=O)Oc1ccc(/C=C2\N=C(c3cc(I)ccc3Cl)OC2=O)cc1OC(=O)CC
2.3 | CC(C)C(=O)Nc1ccc2nc(SCCOc3ccccc3)sc2c1
-4.9 | COc1cccc(CN2CCN(Cc3cccc4ncccc34)CC2CCO)c1 (configuration not stated)
-0.4 | Cc1ccc2nn(-c3ccc(Cl)cc3)cc2c1

Other results:
ROC1-CUL1 inh | SMILES
5.2 | CCCCCOc1cccc(C=C2N=C(OCC)SC2=O)c1
-6.1 | CCCOc1ccc([N+](=O)[O-])cc1NS(=O)(=O)c1ccc(N)cc1
-3.3 | O=C(C1CCC1)N1CCN(c2ccccn2)CC1
3.6 | Cc1ccc(S(=O)(=O)N(CC(=O)N2CCCCCC2)c2ccccc2)cc1
-8.1 | CCOC(=O)c1c(C)c(C(=O)NCc2ccc(OC)cc2)c(C)n1CC
-2.1 | COc1cccc(CC2(CO)CCCN(Cc3nc4ccccc4n3C)C2)c1 (configuration not stated)
-7.0 | NC(=O)CSc1ncc2c(n1)-c1ccccc1N(Cc1cccc(F)c1)S2(=O)=O
-13.4 | O=C1CCCC2=C1CC1=C(CCCC1=O)N2c1ccccc1
-12.3 | COC(=O)c1ccccc1NC(=O)Nc1cccc(OCc2cc(=O)n3cccc(C)c3n2)c1
2.9 | O=C(NC(=S)NCC1CCCO1)c1ccccc1 (configuration not stated)
-3.3 | COc1ccc(CNC(=O)CSCc2nc(-c3ccccc3F)oc2C)cc1
-0.8 | O=S(=O)(Nc1nnc(COc2ccc(Cl)cc2)s1)c1ccc(Cl)cc1
-4.0 | O=C(Nc1ccc([N+](=O)[O-])cc1)c1cc([N+](=O)[O-])ccc1Cl
4.8 | O=C(c1cn(C2CCCCC2)nn1)N1CCCC(C(=O)N2CCOCC2)C1 (configuration not stated)
-7.3 | Cc1ccc(C(C[N+](=O)[O-])c2c(-c3ccccc3O)[nH][nH]c2=O)cc1 (configuration not stated)

Part of the list above, with tabs:
smiles	ROC1-CUL1 inh
CCOC(=O)c1c(C)c(C(=O)NCc2ccc(OC)cc2)c(C)n1CC	-8.1
COc1cccc(CC2(CO)CCCN(Cc3nc4ccccc4n3C)C2)c1 (configuration not stated)	-2.1
NC(=O)CSc1ncc2c(n1)-c1ccccc1N(Cc1cccc(F)c1)S2(=O)=O	-7.0
O=C1CCCC2=C1CC1=C(CCCC1=O)N2c1ccccc1	-13.4
COC(=O)c1ccccc1NC(=O)Nc1cccc(OCc2cc(=O)n3cccc(C)c3n2)c1	-12.3

(next part)
ROC1-CUL1 inh | SMILES
-4.8 | CC(C)Cn1c(=O)c2sccc2n2c(CCCC(=O)NCc3ccccc3Cl)nnc12
9.4 | O=C(O)C1CC(c2ccc(Br)cc2)=Nc2ccccc2S1 (configuration not stated)
-3.6 | COc1ccccc1C1c2c(-c3ccc(Cl)cc3)n[nH]c2C(=O)N1c1ccc(C)cc1 (configuration not stated)
2.9 | CCC(=O)Nc1ccc(Cl)c(-c2nc3ccccc3[nH]2)c1

The list is partial (hit frequency here may not be typical).
